# Source: PubChem
# FECH block: blocks human mitochondrial ferrochelatase activity | hit rate 3.3% among 20,000 | calls only at 10 µM (by protocol) | purified FECH, Ni-mesoporphyrin absorbance 550 nm;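 active means enzyme reaction rate more than 3 SD below the solvent-only control wells on the same plate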;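 further: lower slope than DMSO wells means FECH inhibition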
# Target sequence (P22830 whole entry, looked up): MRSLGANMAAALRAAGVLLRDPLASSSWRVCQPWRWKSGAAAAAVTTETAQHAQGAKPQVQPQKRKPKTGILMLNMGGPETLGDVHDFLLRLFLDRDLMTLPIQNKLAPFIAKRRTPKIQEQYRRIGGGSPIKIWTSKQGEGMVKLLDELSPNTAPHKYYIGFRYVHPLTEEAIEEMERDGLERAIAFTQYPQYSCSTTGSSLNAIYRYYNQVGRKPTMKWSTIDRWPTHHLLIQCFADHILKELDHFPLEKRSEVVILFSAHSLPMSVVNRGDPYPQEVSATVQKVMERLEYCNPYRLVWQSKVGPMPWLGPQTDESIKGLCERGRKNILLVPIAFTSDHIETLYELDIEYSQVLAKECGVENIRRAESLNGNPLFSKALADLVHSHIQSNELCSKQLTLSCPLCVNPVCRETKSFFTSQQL
# Calls only; i = inactive; + = active, no number. Only part of the results is shown. The share of hits here may be higher or lower than overall.
FECH block	canonical_smiles
i	COc1cc(-n2cnnc2)c2ncccc2c1
i	Cc1ccccc1C1CCN(CCNC2CCN(S(C)(=O)=O)CC2)C1 (stereo unspecified)
i	Cc1ccc2[nH]cc(-c3ccc(NCCO)nn3)c2c1
i	O=C(c1ccc(F)cc1Cl)N1CCC(c2ccncc2)CC1
i	CNC(=O)c1cc(-c2ccccc2CO)ccc1Cl
i	CCc1cc(Sc2ccccc2NC(=O)c2cccc(Cl)c2)n2ncnc2n1
i	CCc1cc(Sc2ccccc2NC(=O)C(C)C)n2nc(C)nc2n1
i	NS(=O)(=O)c1ccc(CCN[C@H]2CS(=O)(=O)C[C@@H]2S(=O)(=O)c2cccs2)cc1
i	CCCc1cc(Sc2ccc(NS(=O)(=O)c3ccccc3Cl)cc2)n2ncnc2n1
i	CNC(=O)[C@@H]1C[C@@H](N)CN1C(=O)Cc1c[nH]c2ccccc12
i	CC(=O)Nc1c2n(c3ccccc13)CC(C)(C(=O)NCCC(C)C)N(Cc1ccccc1Cl)C2=O (stereo unspecified)
i	CC(CNC(=O)c1cc(Cn2cnc3ccccc32)[nH]n1)N1CCCC1 (stereo unspecified)
i	COCc1nc(N2CCNC(C)C2)c2cnn(C)c2n1 (stereo unspecified)
i	CCc1nc(OCC(=O)NCCCN2CCCC2=O)c2c(-c3ccc(F)cc3)noc2n1
i	CCc1ccc(CNC(=O)C2CCN(c3ncnc4c3nc3n4CCCCC3)CC2)cc1
i	O=C1CC(C(=O)N2Cc3cnn(CCO)c3C2)c2ccccc21 (stereo unspecified)
i	CN(c1c(-c2ccc3c(c2)CCCC3)c(=O)c1=O)C1CCCCC1
i	Nc1nc(CCC(=O)N2CCCC(N3CCC(CO)CC3)C2)cs1 (stereo unspecified)
i	Cc1cc(C)n2nc(CN(c3ccccc3)S(C)(=O)=O)nc2n1
i	CCCCc1ncc(-c2c(-c3ccccc3)ncn2C2CCNC2)[nH]1 (stereo unspecified)
i	CN1CC(=O)N2CCN(C(=O)COc3cccnc3)CC2C1=O (stereo unspecified)
i	Cc1cc(C)c(S(=O)(=O)Nc2cnc(N3CCCC(CN4CCCC4)C3)c(C(=O)O)c2)c(C)c1 (stereo unspecified)
i	O=C(O)COc1ccc(-n2cc(CCO)cn2)cc1Cl
i	Cc1ccc(-c2cc(O)c3c(c2)CN(C(=O)CN2CCNCC2)CCO3)s1
i	COc1ccc(C[C@@H]2C3=C(CCCC3)CCN2C(=O)c2cn[nH]n2)cc1
i	CCC(=O)Nc1ccccc1-c1nnc(SCC(=O)Nc2ccccc2Cl)[nH]c1=O
i	CC(=O)N1c2ccc(S(=O)(=O)N3CCOCC3)cc2CC1C(=O)N1CCOCC1 (stereo unspecified)
i	CCOC(=O)Cn1c(=O)n(-c2ccc(C)c(C)c2)c2nc(-c3ccc(C)cc3C)nc(C(N)=O)c21
i	COc1cccc(C(=O)C2CCCN(C(=O)c3cnc(C4CC4)nc3)C2)c1 (stereo unspecified)
i	Cc1cc(Nc2ccccc2)nc(N2CCN(S(=O)(=O)c3cccc(F)c3)CC2)n1
i	Cc1cc(N2CCN(C)CC2)nc(N2CCN(S(=O)(=O)c3ccccc3)CC2)n1
i	CN(C)C(=O)c1ccc2c(c1)NC(=O)C1CCCCN21 (stereo unspecified)
i	COC(=O)c1cccc(-c2nccn2C2CCCC2)n1
i	O=C(c1csc(S(=O)(=O)NCCCc2ccccc2)c1)N1CCCC1
i	CCNC(=O)N1CCC(NC(=O)[C@H](N)c2ccccc2)CC1
i	COc1ccc(C(=O)N(Cc2nc3nc(C)cc(C)n3n2)c2cccc(Cl)c2)cc1
i	Cc1ccc(C(=O)Nc2ccc(C(=O)N(C)Cc3ncc[nH]3)cc2)o1
i	COCc1ccc(C(=O)N2CCc3c(c(C(=O)O)nn3CC3CC3)C2)o1
i	CCn1c(C2CCN(C(=O)CCCn3ccnc3)CC2)n[nH]c1=O
i	Cc1cccc(NCc2cc(=O)n3[nH]c(NCc4ccc(F)cc4)nc3n2)c1C
i	Cc1ccc(C)c(OC(C)C(=O)NCCNc2cccnc2)c1 (stereo unspecified)
i	Cc1ccc(C(=O)N(C)C(C)c2nccs2)cc1N1CCNC1=O (stereo unspecified)
i	c1ccc(-c2ncn(CCN3CCCCC3)c2-c2ccoc2)cc1
i	CC1CCCCN1S(=O)(=O)c1ccc2c(c1)CCN2C(=O)CCC(=O)N1CCOCC1 (stereo unspecified)
i	O=C(CCC(=O)N1CCc2cc(S(=O)(=O)N3CCCC3)ccc21)N1CCCCCC1
i	CCCc1cc(=O)n2nc(N3CCCC3C(=O)NCc3ccc(OC)cc3)sc2n1 (stereo unspecified)
i	O=C(NCc1cccc(-n2cccn2)c1)c1cc2ncccn2n1
+	CC(=O)Nc1ccc(S(=O)(=O)N2CCN(Cc3nc4cccnc4n3-c3ccc(C)cc3)CC2)cc1
i	CCN(CC)c1ccc(Nc2cc(-c3ccc(C)cc3)nc(C)n2)cc1
i	CCNc1ccnc(N2CCC(C(=O)N3CCc4ccccc4C3)CC2)n1
i	COc1cccc(C(=O)N(Cc2nc3nc(C)cc(C)n3n2)c2ccc(F)cc2)c1
i	Cc1ccc(CN2CC(C(=O)N3CCN(C)C(=O)C3)CC2=O)cc1 (stereo unspecified)
i	CN(Cc1ncc[nH]1)Cc1ccc(C2CCCCO2)o1 (stereo unspecified)
i	CC(C)C(C)N(Cc1cnc[nH]1)Cc1ccco1 (stereo unspecified)
i	O=C1CC(Cn2cnc(-c3ccccc3)c2C2CC2)CN1C1CCCC1 (stereo unspecified)
i	Cc1cc(C)c2[nH]c(C(=O)N3[C@@H]4CC[C@H]3CNC(=O)C4)c(C)c2c1
i	NC(=O)c1cncc(-n2ccnc2-c2ccccc2)c1
i	CC(C)c1ccc(NC(=O)c2ccc3c(c2)NC(=O)C2CCCCN32)cc1 (stereo unspecified)
i	C=CCC(O)(CC=C)C(C)NC(=O)c1cc(=O)n(C)c(=O)n1C (stereo unspecified)
i	CC(=O)Nc1c2n(c3ccccc13)CC(C)(C(=O)NC1CCCC1)N(Cc1ccc(F)cc1)C2=O (stereo unspecified)

# Additional structures follow:
FECH block	canonical_smiles
i	CC(C)Cc1cc(CNC(=O)c2ccc(NC(=O)C3CCC3)cc2)on1
i	COCCN(Cc1ccccc1F)Cc1ccnc2ccccc12
+	Cc1ccc(NCc2cc(=O)n3[nH]c(-c4ccccc4C)nc3n2)cc1
i	COc1nc(C)cc(C)c1CNC(=O)c1cc2n(n1)CCCN(C)C2
i	CCc1[nH]c2c(CNC(=O)CC(C)N3CCOCC3)cc(C)cc2c1C (stereo unspecified)
i	Cc1cc(N(C)CC2CCCCO2)nc(N2CCOCC2)n1 (stereo unspecified)
i	CCOC(=O)N1CCC(NCCCC2CCOC2)CC1 (stereo unspecified)
i	CN(CCc1ccccc1)C1(C(=O)N2CCOC(CN)C2)Cc2ccccc2C1 (stereo unspecified)
i	CCOc1ccc(N2CC(C(=O)O)CC2=O)cc1C(F)(F)F (stereo unspecified)
i	Cc1ccc(NC(=O)CN2CCCN(Cc3cccc(F)c3)S2(=O)=O)cc1
i	CCc1nc(OCC(=O)NC2CCCCC2)c2c(-c3ccc(F)cc3)noc2n1
i	Cc1ccc(CN(C(=O)c2ccc(-n3cnnc3)cc2)C2CC2)s1
i	CCn1c(=O)n(-c2ccc(C)c(C)c2)c2nc(-c3ccc(C)c(C)c3)nc(C(N)=O)c21
i	CCOc1ccccc1CNC(=O)c1cccn1-c1nnc(N2CCCCC2)s1
i	Cc1ccc(C(=O)Nc2ccc(Nc3nc(C)cc(Nc4ccccc4)n3)cc2)cc1
i	COCC(=O)N1CCCN(CC(=O)Nc2ccc(N(C)C(C)=O)cc2)CC1
i	COc1ccc(CCC(=O)NCc2nc3cccnc3n2Cc2ccc(OC)cc2)cc1
i	C=CCN(Cc1ccccc1Cl)C(=O)CC1C(=O)N(C)C(=O)N1C (stereo unspecified)
i	CN1CCCC1CCNC(=O)CCC(=O)NC1CCCC1 (stereo unspecified)
i	CCOC(=O)CNc1ccccc1C(=O)N1CCN(C2CCCC2)CC1
i	CNC(=O)c1ccc(-c2nc(CN3CCN(S(=O)(=O)N(C)C)CC3)c(C)o2)cc1
i	NCC1Cc2cccc(-c3cc4c(cc3C(N)=O)OCO4)c2O1 (stereo unspecified)
i	COc1cc(-n2ncc3ccccc32)ccc1NC(C)=O
i	Cc1nc2nc(-c3ccccc3)nn2c(Sc2ccccc2NC(=O)c2ccccc2)c1C
i	Cc1cnccc1CN(C)Cc1cn[nH]c1C(=O)O
i	C=Cc1ccc(Cn2c(=O)c3cnc(-c4cccnc4)nc3n(C)c2=O)cc1
i	COc1ccc(OC)c(Nc2nc(NCC3CCCO3)nc3c2cnn3-c2ccccc2)c1 (stereo unspecified)
i	CCC(CC)C(=O)N1CCc2c(c(C(=O)NCc3ccccc3)nn2C)C1
i	c1ccc(-c2ncn(CCc3cnc[nH]3)c2-c2ccncc2)cc1
i	CN1C(=O)c2cc(C(=O)NCCN3CCCCCC3)nn2CC1(C)C(=O)NCc1ccc(F)cc1 (stereo unspecified)
i	O=C(NCCCN1CCCCC1)c1cccn1-c1nnc(N2CCCCC2)s1
i	Cc1ccc(-n2ncc3c(-n4nc(C)cc4NC(=O)c4ccc(F)c(F)c4)ncnc32)c(C)c1
i	CCCn1c(CNS(=O)(=O)c2cccc3nsnc23)nc2cccnc21
i	Cc1cc(-n2cnnc2C2CCOCC2)n(C)n1
i	CCOCCCNC(=O)C1c2c(n(C)c3ccccc23)SCC(=O)N1c1ccc(C(=O)OCC)cc1 (stereo unspecified)
i	Cc1ccc(-c2cc(Nc3ccccc3F)nc(C)n2)cc1
i	COc1ccc(-c2nccn2CCCN2CCCC2=O)c2ccccc12
i	Cc1ccc2c(c1)CCCN2C(=O)CN1CCCC1c1nonc1C (stereo unspecified)
i	CCN1CCCC1CNC(=O)C1CCN(c2ccc(-c3cccs3)nn2)CC1 (stereo unspecified)
i	Cc1cc2nc(COc3ccc(Cl)cc3NC(=O)COc3ccc(C)c(C)c3)cc(=O)n2o1
i	Cc1nnc(-c2ccccc2-c2cccc(CN3CCOCC3)c2)o1
i	CNc1ncccc1C(=O)NCC1CCCN(Cc2cnc[nH]2)C1 (stereo unspecified)
i	CN1CCC(Cc2noc(CCc3nc4cccnc4n3C)n2)CC1
i	O=S(=O)(NCCC1CCCN(Cc2ccccn2)C1)C1CC1 (stereo unspecified)
i	Cc1ccc2nc(CCNC(=O)c3cc(=O)[nH]c4ccccc34)[nH]c2c1
i	CCC(C)N(Cc1ccsc1)C(=O)c1cn(C)c2ccc(C)cc2c1=O (stereo unspecified)
i	CCN(CC1CCCCO1)C(=O)CCNC(=O)c1ccccc1F (stereo unspecified)
i	CCNC(=O)[C@@H]1C[C@@H](N)CN1C(=O)CCc1cn2ccccc2n1
i	CCCc1nnc2sc(-c3cn[nH]c3-c3cccc(OC)c3)nn12
i	Nc1ncc(CN2CCN(c3cccc(C(F)(F)F)n3)CC2)cn1
i	Cc1ccc(Nc2nc(NCc3ccccc3Cl)nc3c2cnn3-c2ccccc2)cc1C
i	CCc1cc(N2CCCN(C(=O)COC)CC2)nc(N2CCOCC2)n1
i	CCCSCC(=O)N1Cc2cnc(C(C)(C)C)nc2C1
i	Cc1nc(SCC(=O)NCCCN2CCOCC2)n[nH]1
i	O=C(Nc1cccc(N2CCCS2(=O)=O)c1)c1ccc(Br)cc1
i	O=C(CCN1CCCCO1)N[C@@H](Cc1c[nH]c2ccccc12)C(=O)O
i	CCN(CCO)c1nc(Nc2ccccc2)c2cnn(-c3ccccc3)c2n1
i	CN(CCCNC(=O)CC1CCN(S(=O)(=O)c2ccccc2)CC1)C1CCCCC1
i	Cc1cc(N2CCCC2)nc(N2CCN(S(=O)(=O)c3ccccc3)CC2)n1
i	CN(Cc1cc(C2CC2)n[nH]1)C(=O)c1cc(Cn2ccc3ccccc32)[nH]n1

# More structures follow:
FECH block	canonical_smiles
i	CC(C(=O)NCc1cnc2c(c1)CCC2)n1cnc2ccccc21 (stereo unspecified)
i	O=C(CSCc1nc(-c2ccccc2)no1)Nc1ccccc1C(F)(F)F
i	COC(=O)c1ccc(OC)c(CN2CCN(Cc3ccc(F)cc3Cl)S2(=O)=O)c1
i	Cc1cc(C)cc(NC(=O)CN2CCN(Cc3ccc(F)cc3Cl)S2(=O)=O)c1
i	CC(c1ccon1)N(C)CC(=O)Nc1nc2ccccc2[nH]1 (stereo unspecified)
